Bioassay records: PubChem, several laboratories
TRPML3 ag: activates the human TRPML3 channel; activation, % at 3 µM; Q8TDD5; HEK293 TRPML3-YFP, Fluo-8 calcium fluorescence; 100% = the carbachol control signal; 220,000 compounds, 0.29% hits;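 active means activation above its plate's cutoff, the mean activation of the plate's test wells plus 3 SD, cut at about 12% in these data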;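 further: 0% = DMSO only wells and 100% = carbachol wells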
Target sequence (Q8TDD5 whole entry, looked up): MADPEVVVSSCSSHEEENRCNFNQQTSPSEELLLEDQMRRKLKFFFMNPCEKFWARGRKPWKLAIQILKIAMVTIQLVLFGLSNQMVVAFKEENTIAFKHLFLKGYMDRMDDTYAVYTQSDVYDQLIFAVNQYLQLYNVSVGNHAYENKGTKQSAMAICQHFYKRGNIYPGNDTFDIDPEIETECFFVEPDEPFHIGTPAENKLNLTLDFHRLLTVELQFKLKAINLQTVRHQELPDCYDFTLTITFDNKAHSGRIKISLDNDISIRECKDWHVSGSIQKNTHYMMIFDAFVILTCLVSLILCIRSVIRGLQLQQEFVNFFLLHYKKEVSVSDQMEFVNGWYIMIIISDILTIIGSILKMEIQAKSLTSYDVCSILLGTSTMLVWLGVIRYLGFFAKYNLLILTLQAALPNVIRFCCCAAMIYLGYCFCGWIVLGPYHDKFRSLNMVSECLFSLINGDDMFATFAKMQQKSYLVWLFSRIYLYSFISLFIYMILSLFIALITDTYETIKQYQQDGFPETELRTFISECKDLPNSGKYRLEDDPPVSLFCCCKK
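system = HEK293 cells stably carrying human TRPML3-YFP | doses = one concentration, 3 µM nominal, 0.3% DMSO | timing = dye loading 1 h 37 °C then 30 min ambient, 125 s read | detection = Fluo-8 calcium dye fluorescence, ex 470-495, em 515-575 nm | benchmarks = high control carbachol 87 µM, low control DMSO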
zfTRPN1 agonist: activates the zebrafish TRPN1 channel; HEK293 zebrafish TRPN1-YFP, Fluo-8 calcium fluorescence; 100% = response to 87 µM carbachol; 220,000 compounds, 0.18% hits; activation, % at 3 µM;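 active means activation above its plate's cutoff, the mean activation of test wells on that plate plus 3 SD, cut at about 19% in these data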;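 further: 0% = DMSO alone and 100% = 87 µM carbachol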
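System: zebrafish TRPN1-YFP in HEK293 cells / Dosing: 3 µM single point / Timing: dye loading 1 h at 37 °C, then 30 min room temperature / Signal: Fluo-8 calcium fluorescence, excitation 470-495 nm, emission 515-575 nm / Read-out basis: percent activation from peak over basal fluorescence ratio, control-normalized / Control set: high carbachol 87 µM, low DMSO alone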
PPC-1+TRAIL kill: PPC-1 cancer cell killing with TRAIL present; PPC-1 cells + TRAIL, ATPLite viability luminescence; cell killing (% activity), % at 4 µM; 220,000 compounds, 0.41% hits; AID 1443;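 active means cell killing above 50% in the first pass at 4 µM, then a duplicate retest at 5 µM averaging 50% or more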;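 further: plate controls were cells with TRAIL plus DMSO for no effect and medium-only wells lacking cells for full effect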
CHOP inhibitor: CHOP inhibition in unfolded protein response. CHO-K1 CHOP-promoter luciferase, tunicamycin-induced, 15-18 h. inhibition, % at 10 µM. 220,000 compounds, 3.8% hits. AID 2732;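 active means compounds that reduced the stress-induced luciferase reporter signal by more than about 70% of percent inhibition, limit read from the data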;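 further: 0% = tunicamycin plus vehicle and 100% = wells without tunicamycin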
TNF death inh: blocks TNF-alpha induced death of Jurkat FADD-/- cells | Jurkat FADD-/- TNF necroptosis rescue, ATP luminescence, 24 h; 0 = TNF only, 100 = no-TNF cells | activation (protection from cell death), % at 10 µM | 220,000 compounds, 0.068% hits;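 active means activation, meaning protection from cell death, of at least 50% relative to plate controls; inactive means activation below 50%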;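 further: necroptosis triggered by 40 ng/mL TNF-alpha added together with compound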
BaF3 tox: reduces parental Ba/F3 cell viability, JAK2V617F counter-screen; CellTiter-Glo ATP luminescence; 220,000 compounds, 1.1% hits; inhibition, % at 5.6 µM; AID 1486;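 active means inhibition above a per-campaign cutoff, the mean inhibition of all tested compounds plus 3 SD, cut at about 27% in these data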;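 further: 0% = DMSO wells and 100% = JAK Inhibitor I control wells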
Ba/F3 V617F tox: lowers viability of Ba/F3 cells expressing EpoR and JAK2V617F | ATP luminescence | inhibition, % at 5.6 µM | 220,000 compounds, 1.1% hits | AID 1446;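 active means inhibition above the campaign mean plus 3 SD over all tested compounds, cut at about 24% in these data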;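 further: cytokine-independent growth of Ba/F3 cells driven by EpoR plus mutant JAK2; 0% = DMSO-treated cells and 100% = JAK inhibitor I control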
RBBP9 inh: inhibitors of human serine hydrolase RBBP9 | AID 1515 | inhibition, % at 7.94 µM | recombinant RBBP9, FP-Rh probe fluorescence polarization | 220,000 compounds, 0.2% hits | O75884;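 active means inhibition above the campaign mean of all tested compounds plus 3 SD, cut at about 14% in these data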;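 further: plate controls were DMSO wells with RBBP9 for no effect and wells lacking RBBP9 protein for full effect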
Target sequence (O75884 whole entry, looked up): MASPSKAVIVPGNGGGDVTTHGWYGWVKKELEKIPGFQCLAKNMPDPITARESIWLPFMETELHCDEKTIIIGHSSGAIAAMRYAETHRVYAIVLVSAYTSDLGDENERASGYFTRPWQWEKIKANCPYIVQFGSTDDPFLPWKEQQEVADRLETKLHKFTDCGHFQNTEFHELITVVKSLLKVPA
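Assay system: recombinant human RBBP9; Reagent: Serine-hydrolase probe FP-Rh, 375 nM pre-mixing; Doses: 7.94 µM single dose, 0.794% DMSO; Incubation: 30 min then 45 min, 25 °C; Detection: fluorescence polarization (mP), excitation 525 nm, emission 598 nm; Evaluation: percent inhibition from mP, scaled between DMSO and no-protein wells.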
Wee1 degr inh: inhibitors of human Wee1 degradation. P30291. HeLa Luc-Wee1K328M stability, luciferase luminescence; 100% = proteasome inhibitor MG132 effect. reporter increase, % at 5 µM. 220,000 compounds, 1.2% hits. AID 1321;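 active means activation above the mean of all tested compounds plus 3 SD, set per screening run, cut at about 8.8% in these data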;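 further: cells exposed to compound for 20 h before luminescence read; 0% = DMSO alone and 100% = MG132 at 30 µM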
* = called active by the depositor; . = no result given.

SMILES	TRPML3 ag	zfTRPN1 agonist	PPC-1+TRAIL kill	CHOP inhibitor	TNF death inh	BaF3 tox	Ba/F3 V617F tox	RBBP9 inh	Wee1 degr inh
S=C(NCc1ccccc1)NC1CCCCC1	0.3	-0.4	3.7	12.1	0.6	1.1	-2.6	-2.5	-4.3
Cc1ccc(C(=O)OCC(=O)Nc2sc3c(c2C#N)CCCCC3)cc1NC(=O)c1ccco1	0.3	0.7	13.7	5.6	0.2	7.7	0.9	-3.3	3.1
O=C1c2ccccc2C(=O)N1CCc1csc(-c2ccc(F)cc2)n1	1.1	-1.2	8.9	31.6	-4.6	6.1	-1.1	0.0	0.5
CC(=O)CC1OC(=O)C(Br)=C1NCc1ccccc1 (stereo not given)	-0.6	1.8	-0.3	.	-2.8	28.4*	75.2*	-1.0	-2.6
O=C(c1ccco1)N1CCCN(C(=O)c2ccco2)CC1	0.6	0.9	-1.2	32.9	-1.9	0.2	-5.0	-4.7	1.1
O=C(COC(=O)c1ccc(Br)cc1)NCCN1C(=O)CSC1=O	0.3	1.3	17.0	3.8	0.7	4.6	3.2	-12.1	5.4
O=C(CCC(=O)c1ccc(F)cc1)Nc1cccnc1	0.1	-0.3	15.6	0.7	-0.1	-1.4	-5.5	1.9	1.7
Cc1cc(Br)cc(C)c1OCC(=O)NNC(=O)CCC(=O)NCc1ccccc1	0.3	-0.3	8.5	-2.0	-0.4	5.8	0.3	-3.7	-2.3
CCOC(=O)C(=O)N1CCN(CC)CC1	-0.2	-0.5	1.3	-2.2	0.4	-3.0	-1.4	2.7	-2.0
Cn1c(=O)c2c(SCC(=O)c3ccccc3)nc(C3CC3)nc2n(C)c1=O	0.2	1.4	26.0	29.0	-8.3	1.0	-1.8	-8.2	-0.8
CS(=O)(=O)N(Cc1ccccc1)c1ccccn1	1.0	0.7	27.4	-8.9	-3.6	9.9	2.9	-6.8	-0.5
CS(=O)(=O)N(CC(=O)NCC1CCCO1)Cc1ccc(Cl)cc1 (stereo not given)	0.8	-1.1	-6.2	40.5	-0.5	3.2	-1.0	-0.3	-0.6
NC1=NC(c2ccccc2)=NC1(NC(=O)c1ccccc1)C(Cl)Cl (stereo not given)	-0.3	1.9	-11.1	-2.7	5.0	-7.7	1.8	0.5	-1.9
COc1cccc(-c2nnc3n2N=C(c2cc(OC)ccc2OC)CS3)c1	-0.2	-2.4	24.4	48.2	2.5	0.1	-1.1	0.1	1.7
CC(Nc1nc2ncn(Cc3ccccc3)c2c(=O)[nH]1)C(=O)O (stereo not given)	1.1	0.9	15.2	-19.7	-1.0	4.0	1.8	1.3	0.2

Quoted at random: five records from the list, in no set order.
SMILES	TRPML3 ag	zfTRPN1 agonist	PPC-1+TRAIL kill	CHOP inhibitor	TNF death inh	BaF3 tox	Ba/F3 V617F tox	RBBP9 inh	Wee1 degr inh
O=C(c1ccco1)N1CCCN(C(=O)c2ccco2)CC1	0.6	0.9	-1.2	32.9	-1.9	0.2	-5.0	-4.7	1.1
CS(=O)(=O)N(Cc1ccccc1)c1ccccn1	1.0	0.7	27.4	-8.9	-3.6	9.9	2.9	-6.8	-0.5
S=C(NCc1ccccc1)NC1CCCCC1	0.3	-0.4	3.7	12.1	0.6	1.1	-2.6	-2.5	-4.3
O=C1c2ccccc2C(=O)N1CCc1csc(-c2ccc(F)cc2)n1	1.1	-1.2	8.9	31.6	-4.6	6.1	-1.1	0.0	0.5
CCOC(=O)C(=O)N1CCN(CC)CC1	-0.2	-0.5	1.3	-2.2	0.4	-3.0	-1.4	2.7	-2.0

(listing goes on)
SMILES	TRPML3 ag	zfTRPN1 agonist	PPC-1+TRAIL kill	CHOP inhibitor	TNF death inh	BaF3 tox	Ba/F3 V617F tox	RBBP9 inh	Wee1 degr inh
CCNC(=O)/C(=C/c1cccc([N+](=O)[O-])c1)NC(=O)c1ccc(C)cc1	0.5	0.1	-0.5	3.5	1.2	1.5	-3.4	1.3	-3.3
COC(=O)c1ccc2c(c1O)C(=O)c1ccccc1C2=O	1.5	-0.7	7.0	20.7	-13.9	0.4	-1.4	-11.0	-0.3
Cn1c(CSCc2ccc(F)cc2)nnc1SCC(=O)N1CCN(c2ccccc2)CC1	3.6	8.2	-6.6	24.8	-5.9	2.9	-2.0	-2.4	0.1
COc1ccc(N=c2oc3cc(O)ccc3cc2C(=O)NCC2CCCO2)c(OC)c1 (stereo not given)	-0.1	0.3	12.0	-13.6	0.6	3.3	1.0	8.1	0.6
CCOC(=O)c1ccc(-n2c(C)nc3ccccc3c2=O)cc1	0.5	0.1	-0.6	9.9	-4.4	0.9	-4.0	-3.9	-0.1
O=C1c2ccccc2C(=O)N1SC1CCCCC1	0.2	-0.6	-1.5	71.6*	-1.2	1.8	4.7	-2.1	0.7
Cc1cc(C)cc(NC(=S)/C(=C(\[O-])c2ccc(Cl)s2)[n+]2cccc(C)c2)c1	0.3	1.2	-2.0	-28.7	-0.3	6.2	0.3	-9.1	-0.7
Cc1c(C(=O)O)sc2nc3n(c(=O)c12)CCC3	1.2	0.1	-4.9	1.4	-1.0	8.3	2.4	-7.9	3.5
Cn1c(=O)c2c(nc(Oc3ccc4ccccc4c3)n2C)n(C)c1=O	-0.5	-0.7	6.2	30.2	-0.3	10.0	-0.9	5.1	-0.5
Cc1ccc(-c2noc(-c3ccccc3Br)n2)cc1	0.5	0.5	35.7	-27.9	-3.6	2.1	-2.4	-3.7	0.3
O=C(c1ccccc1Cl)N1CCSCC1	1.0	0.1	4.6	-8.8	1.1	1.1	-2.1	-2.0	20.1*
COc1ccccc1CN1C(=O)[C@@H]2C(CC(N)=O)NC3(C(=O)Nc4c3ccc(Cl)c4C)[C@@H]2C1=O (stereo not given in full)	1.0	-0.1	-11.3	11.7	-0.5	0.7	-4.1	-9.2	0.6
Cc1nc(SC2CC(=O)N(c3ccc([N+](=O)[O-])cc3)C2=O)nc2c1CCCC2 (stereo not given)	0.3	0.7	20.4	-0.6	-3.1	4.7	-2.2	5.1	-1.2
COc1ccc(S(=O)(=O)N(CC(=O)O)c2ccccn2)cc1	0.0	3.1	22.2	-4.3	2.2	-1.1	-3.5	9.4	-0.8
O=C(Nc1ccc(NC(=O)c2ccncc2)cc1)c1ccncc1	0.6	0.1	-7.0	-6.2	0.1	1.9	0.1	-10.2	1.5
Clc1nc2ccccc2cc1/C=N/Nc1nc2ccccc2[nH]1	0.5	-0.6	37.2	-32.0	-0.3	10.8	5.3	-5.5	2.2
CCOc1ccccc1-c1nc(C(N)=O)c2[nH]c(=O)n(-c3cccc(C)c3)c2n1	-0.4	-1.1	11.6	-2.0	-1.8	3.5	3.0	-7.9	-2.2
CCOC(=O)C1CCN(C(=O)CN(c2ccc(OC)cc2)S(=O)(=O)c2c(C)nn(C)c2C)CC1	0.4	0.5	5.2	-4.9	1.1	5.6	1.9	-0.9	4.5
CCN1C(=O)C(CC(=O)Nc2ccccc2)N(Cc2ccccn2)C1=S (stereo not given)	0.1	1.7	-3.1	19.1	0.1	10.5	2.1	-5.4	1.0
Cc1noc(C)c1CN(C(=S)NC1CC2CCC1C2)c1ccccc1 (stereo not given)	0.2	-1.8	18.1	53.1	-1.0	0.2	-2.4	0.4	-1.7
CCc1ccc(NC(=O)c2cccnc2)cc1	0.2	-0.4	0.3	-6.4	-1.7	5.0	-0.1	4.5	5.9
Cn1cc(-c2ccc(Cl)cc2)cc(C#N)c1=O	0.5	-0.1	9.0	1.8	-0.2	6.1	0.6	-3.7	0.0
COCCn1c(SCC(=O)NCCc2ccccc2)nnc1-c1ccco1	0.6	-0.4	-5.4	39.9	-0.4	6.8	0.7	-8.5	-3.1
CN1CCN(CC(=O)N2CCn3c4c(c5cc(C6CCCCC6)ccc53)CCCC42)CC1 (stereo not given)	1.0	0.2	7.4	.	-24.5	8.4	-1.9	-9.9	-0.6
C=CCNC(=S)Nc1nc2c(cc1C(=O)OCC)COC(C)(C)C2	1.0	-0.1	-1.1	-11.9	3.8	-5.6	-1.1	-4.4	1.0
O=C(O)c1ccccc1/C=N/Nc1ccc(S(=O)(=O)N2CCCC2)cc1[N+](=O)[O-]	0.4	-0.5	-0.8	3.3	-2.0	1.2	1.4	-6.5	-2.1
CCCC(=O)Nc1sc2c(c1C#N)CCCCC2	-1.4	-2.8	11.0	1.7	-0.4	5.1	1.4	0.8	7.2
CCOc1ccc(-n2c(SCc3ccc(C(=O)OC)o3)nc3c(c2=O)SCC3)cc1	0.2	-0.2	-2.6	37.1	-1.1	0.4	-6.2	0.1	-2.1
Cc1cc(C)n(C(=O)c2nn(C)c(C)c2[N+](=O)[O-])n1	0.3	-0.3	11.4	-5.3	-0.1	-0.9	-2.2	1.9	0.8
O=C(/C=C/Nc1cccc(F)c1)c1ccco1	-0.3	-1.3	7.4	15.6	-0.5	2.1	-2.8	-0.6	2.1
CC(C)(C)NC(=O)NC(=O)COC(=O)COc1ccc(Cl)cc1Cl	0.6	1.0	-2.1	32.4	2.0	5.6	-4.8	-6.0	-3.8
Cc1ccc(OC(=O)c2cc(=O)c3ccccc3o2)cc1	0.9	1.4	15.7	10.1	-1.8	3.1	-2.8	-8.2	-1.9
CCOC(=O)C(=O)N(CC)C1CCS(=O)(=O)C1 (stereo not given)	0.0	1.2	1.9	-2.1	0.4	-4.0	1.0	2.2	-2.7
Cc1cc(OCC(=O)Nc2ccc(N3CCN(C(=O)c4ccco4)CC3)cc2)cc(C)c1Cl	0.6	2.5	21.5	39.4	-13.5	-0.5	-1.0	0.3	-0.7
O=C(COC(=O)CNC(=O)C1CCCCC1)Nc1ccc2c(c1)OCCO2	0.5	-0.8	11.3	-1.6	-1.5	6.2	0.4	1.9	-0.2
Cn1cc(CN2CCc3c([nH]c4ccccc34)C2C(C)(C)C)cn1 (stereo not given)	0.7	1.5	5.6	28.9	-0.2	2.9	-1.6	-2.5	-0.5
CS(=O)(=O)N(CC(=O)Nc1ccccc1C(=O)NCc1ccco1)c1ccc2c(c1)OCCO2	0.6	-0.9	-0.1	11.8	0.9	3.9	-4.0	1.4	-2.1
COc1ccc(C(=O)NCCc2nc3cc([N+](=O)[O-])ccc3n2C)cc1	0.0	0.4	13.9	13.2	4.4	1.6	-3.1	-3.9	0.1
COc1ccc(/C=N/NC(=O)C2C(=O)NCC2c2ccccc2)c(OC)c1 (stereo not given)	0.7	1.9	6.8	8.7	1.1	9.1	2.9	-4.8	-0.7
